LmPK inhibitor: blocks Leishmania mexicana pyruvate kinase activity; Q27686; purified LmPK, Kinase-Glo ATP luminescence, 1 h; AID 1721; Potency, µM (doses to about 57.5 µM), for the others: top-dose activity change, negative = inhibition, usual class: inhibitors; actives 0.37% (n = 290,000); further: potency means the concentration at half of the fitted maximal effect
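ATP generated from ADP (0.1 mM) and PEP (0.5 mM) by 0.1 nM LmPK over 1 h at room temperature (pH 7.2 imidazole buffer) was detected by coupled luciferase luminescence. Values were normalized to uninhibited and no-enzyme wells.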
HCV inhibitor: HCV inhibition; actives 3.4% (n = 340,000); Huh7.5.1 HCVcc-Cre infection, luciferase reporter, 44 h; Potency, µM (series often up to 41.8 µM), for the others: top-dose activity change, negative = inhibition, most hits filed as inhibitors; further: potency means the concentration at half of the fitted maximal effect
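Infectious HCV cell culture screen: compound-treated cells (1,000/well, pre-plated 4 h) are infected with HCVcc-Cre at roughly 0.5 moi and grown 44 h. Infection is quantified by luciferase signal after 15 min substrate incubation at room temperature.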
AmpC no deterg: inhibitors of E. coli AmpC beta-lactamase without detergent | P00811 | AID 485341 | actives 0.52% (n = 330,000) | AmpC nitrocefin hydrolysis, absorbance 480 nm, 0.0001% Triton | Potency, µM (doses to about 57.1 µM), inactives show top-dose activity change, negative = inhibition, actives largely listed as inhibitors;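 further: potency means the concentration at half of the fitted maximal effect; plate controls were no compound for no effect and no enzyme for full effect; nearly all actives have a fitted effect of over 20% in size; some results filed as inactive show a strong effect at the top dose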
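20 mM phosphate pH 7.0 + 0.01% (detergent screen) or 0.0001% Triton X-100; 5.3 nM AmpC reagent; cpd preinc 15 min RT; nitrocefin (800 uM stock) to start; A480 q20 s × 4 min; Activity was normalised to no-enzyme and no-compound control wells.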
AmpC inh detg: inhibitors of E. coli AmpC beta-lactamase with detergent; AID 485294; AmpC hydrolysis of nitrocefin, absorbance 480 nm, 0.01% Triton; actives 0.041% (n = 370,000); Potency, µM (series often up to 114 µM), for inactives: at the top dose activity change, negative = inhibition, most hits filed as inhibitors; P00811;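 further: potency means the concentration at half of the fitted maximal effect; 0% = no-compound wells and -100% = no-enzyme wells; nearly all actives have a fitted effect of over 25% in size; some results filed as inactive show a strong effect at the top dose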
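AmpC (5.3 nM in the dispensed reagent) in 20 mM phosphate pH 7.0 with 0.01% (detergent screen) or 0.0001% Triton X-100 was preincubated with compounds for 15 min at room temperature. Nitrocefin was then added from an 800 uM solution, and hydrolysis was followed at 480 nm.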
TbPYK inhibitor: blocks Trypanosoma brucei pyruvate kinase | AID 624173 | TbPYK enzyme, Kinase-Glo Plus ATP luminescence, 45 min | Potency, µM (top dose mostly 76.8 µM), for inactives: top-dose activity, negative = inhibition, hits mostly inhibitors | actives 0.12% (n = 410,000); further: potency means the concentration at half of the fitted maximal effect; nearly all actives have a fitted effect of over 50% in size
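Screened from lowest to highest concentration, compounds were pinned into TbPYK/substrate mixtures, and ADP (130 uM final) was added. Plates sat at room temperature for 45 min prior to Kinase-Glo Plus detection by luminescence.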
AMA1 RON2 block: disrupts binding of P. falciparum AMA1 to RON2 | AlphaScreen AMA1-biotinylated RON2 peptide binding | AID 720542 | actives 0.2% (n = 360,000) | Potency, µM (highest dose often 58.2 µM), for the others: at the highest dose activity change, negative = inhibition, actives largely listed as inhibitors;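 further: potency means the concentration at half of the fitted maximal effect; 0% = vehicle wells and -100% = peptide control; nearly all actives have a fitted effect of over 45% in size; some results filed as inactive show a strong effect at the top dose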
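AMA1 (3D7) with his tag at 25 nM final met compounds first, then biotinylated RON2 peptide at 25 nM; detection used donor plus acceptor beads, 10 µg/mL apiece, read by AlphaScreen after 30 min at room temperature.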
HCMV inh: inhibitors of human cytomegalovirus | HFF cells, HCMV-luciferase reporter, 72 h; stronger effect = lower value | activity change, negative = inhibition, % at 57.5 µM | actives 4.5% (n = 410,000); in the data active means activity change below about -60%; inconclusive means no clear call, values can overlap the other calls; inactive means above about -39%
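Inhibition of viral replication was scored as loss of reporter luminescence in HFFs infected with HCMV-luciferase (MOI 1 PFU/cell) for 72 h; compounds tested at 2 doses, normalized to buffer and Salinomycin controls.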
Active calls of the source: *; ? = inconclusive; . = not tested or not shown; [ ] = another dose, or the depositor's remark. Unless noted, the call rests on the fitted dose curve; in most records, active means well fitted curve in the direction sought with a large enough effect; inconclusive means small, poorly fitted or top-dose-only effect, or another doubt; inactive means no such curve, though single readings can be large; an effect the other way counts as inactive or inconclusive. Unless noted, on the % scale 0 is the no-effect control and ±100 the full control effect.

SMILES	LmPK inhibitor	HCV inhibitor	AmpC no deterg	AmpC inh detg	TbPYK inhibitor	AMA1 RON2 block	HCMV inh
CCOC(=O)C1CCCN(S(=O)(=O)c2cccs2)C1 (stereo not drawn)	-3%	1%	-5%	?	-9%	-8%	-10
CC(=O)Nc1cc(-c2ccc(C(=O)N3CCOCC3)cc2)cn2c(-c3cccc(C(F)(F)F)c3)cnc12	.	.	.	.	1%	55%[activator]	40
COc1ccc(S(=O)(=O)Nc2ccccc2C(=O)N2CCOCC2)cc1OC	1%	30%[activator]	-16%	0%	6%	25%	-19
O=C(Cn1cncn1)N/N=C/c1ccccc1O	1%	?	-3%	3%	1%	70%[activator]	0
Clc1ccccc1OCc1nn[nH]n1	5%	13%	-16%	-1%	3%	-2%	-3
O=C(OCC(=O)N1CCCCCC1)c1ccc([N+](=O)[O-])cc1Cl	0%	2%	-19%	2%	1%	2%	-9
O=C1CCCC2=C1C(O)(C(F)(F)F)C(=O)N2Cc1ccccc1 (stereo not drawn)	5%	-4%	-15%	1%	-9%	6%	-8
CCN(CC)c1cc2nc(C)n(Cc3ccccc3)c(=O)c2cc1NC(=O)C1CC1	2%	?	45%	-1%	-2%	0%	3
CN(C(=O)c1cccc(C#N)c1)c1nnc(-c2cnccn2)s1	4%	11%	-14%	5%	-1%	8%	54
Cc1ccc(C)c(OCC(O)CN2CCC(CN3C(=O)c4cccc5cccc(c45)C3=O)CC2)c1 (stereo not drawn)	2%	?	-55%	?	-13%	-8%	-36
Cc1n[nH]c(C)c1S(=O)(=O)N1CCN(C2CCCCC2)CC1	-5%	20%	-9%	3%	-9%	-9%	2
CC1=Nc2ccccc2/C1=C/c1c(C)[nH]c2ccccc12	.	?	.	.	6%	?	.
Cc1ccc(-c2ccc(/C=C3\C(=O)ON=C3c3ccccc3)o2)c([N+](=O)[O-])c1	5%	?	208%[activator]	?	?	-16%	-94*
CCOc1ccc(N(CC(=O)O)S(=O)(=O)c2ccc(F)cc2)cc1	1%	20%	24%	-4%	-1%	-7%	32
CC(C)CCNC(=O)c1ccc(Cn2c(SCC(N)=O)nc3ccccc3c2=O)cc1	.	.	.	25%	-2%	.	-23
O=C(CCc1nnc(CCCCc2ccccc2)o1)NCCC1CCCCO1 (stereo not drawn)	-6%	-4%	112%[activator]	1%	2%	0%	?
CCOc1cc2c(cc1OCC)-n1cccc1C(c1ccc(OC(F)F)cc1)NC2 (stereo not drawn)	3%	?	109%[activator]	-10%	10%	-24%	-24
O=C(O)Cc1cc(I)c(Oc2ccc(O)c(I)c2)c(I)c1	1%	1%[8.37 µM]	-20%	-4%	0%[33.2 µM]	.	.
COCCCNS(=O)(=O)c1ccc(Oc2ncc(C(F)(F)F)cc2Cl)cc1	1%	?	58%	5%	-8%	-1%	-9
COc1ccc(CSc2nnnn2C)cc1F	3%	2%	4%	-15%	6%	-2%	-31
COc1ccc(SC[C@H](Cc2ccccc2)N2CC[C@@H](NC(=O)OCc3ccccc3)CCC2=O)cc1	.	?	30%	0%	-10%	-8%	6
FC(F)C(F)(F)Oc1cccc(-c2n[nH]c(=S)n2Cc2ccccc2)c1	.	12%	-24%	0%	?	112%[activator]	-18
CCOCC(=O)Nc1ccc(F)c(F)c1	4%	31%[activator]	.	4%	3%	-5%	-7
COc1ccc(S(=O)(=O)N2CCCCCC2)cc1C(=O)N(C)Cc1c(F)cccc1Cl	.	-3%	44%	2%	1%	28%	10
Cc1nc2ccc(S(=O)(=O)Nc3cccc(-c4nc5cccnc5s4)c3)cc2s1	5%	-8%	29%	4%	3%	-11%	35

Pulled one by one from the list above:
SMILES	LmPK inhibitor	HCV inhibitor	AmpC no deterg	AmpC inh detg	TbPYK inhibitor	AMA1 RON2 block	HCMV inh
CC1=Nc2ccccc2/C1=C/c1c(C)[nH]c2ccccc12	.	?	.	.	6%	?	.
Cc1n[nH]c(C)c1S(=O)(=O)N1CCN(C2CCCCC2)CC1	-5%	20%	-9%	3%	-9%	-9%	2
COc1ccc(S(=O)(=O)Nc2ccccc2C(=O)N2CCOCC2)cc1OC	1%	30%[activator]	-16%	0%	6%	25%	-19
COCCCNS(=O)(=O)c1ccc(Oc2ncc(C(F)(F)F)cc2Cl)cc1	1%	?	58%	5%	-8%	-1%	-9

Next entries:
SMILES	LmPK inhibitor	HCV inhibitor	AmpC no deterg	AmpC inh detg	TbPYK inhibitor	AMA1 RON2 block	HCMV inh
CCCCN1CCC(COC(=O)c2cc(Cl)c(N)c3c2OCCO3)CC1	.	-29%	-14%	-14%	-8%	-5%	-21
O=C(c1cccc(-c2ccccc2F)c1)N1CC[C@@H](N2CCC(O)CC2)[C@H](O)C1	0%	2%	-7%	-2%	4%	3%	?
COc1ccc(/C=N\NS(=O)(=O)c2ccc(C)cc2)cc1COc1ccccc1[N+](=O)[O-]	0%	?	-25%	-6%	2%	-21%	11
COc1cc(C(=O)Nc2ccc(C)cc2C(NCC(=O)NN)c2ccccc2)cc(OC)c1OC (stereo not drawn)	5%	-11%	97%[activator]	-5%	-6%	53%[activator]	40
Cc1ccc(C)c(N2C(=O)CN=C2Nc2ccccc2Cl)c1	-2%	8%	-10%	-1%	-2%	-5%	26
CC(=O)c1ccc(NC(=O)/C(C#N)=C/c2ccncc2)cc1	5%	12%	-33%	9%	-4%	-6%	12
CC(NC(=O)CN(C)CC(=O)Nc1cccc(F)c1)c1ccccc1 (stereo not drawn)	.	-4%	12%	-19%	-4%	8%[11.6 µM]	26
O=C1CN(C(=O)/C=C/c2ccco2)c2ccccc2N1	0%	6%	-51%	-2%	-9%	9%	44
CCc1nnc(NC(=O)CSc2nc(C)nc3c2c(=O)n(C)c(=O)n3C)s1	2%	-10%	0%	-4%	2%	-4%	-39
COc1ccc(/C=C(\NC(=O)c2ccc(C)cc2)C(=O)NCCN2CCOCC2)cc1	4%	13%	34%	0%	-1%	3%	-37
COC(=O)c1[nH]c2c(c1C)C(=O)CC(c1ccc(OC)cc1)C2 (stereo not drawn)	1%	-16%	-6%	-15%	2%	2%	-19
COc1cc(NC(=S)NC(=O)c2cc(C)cc(C)c2)ccc1NC(=O)c1cccs1	2%	?	-19%	-1%	-3%	24%	-29
CC1=C([N+](=O)[O-])C(c2ccc(Cl)cc2)NC(=O)N1 (stereo not drawn)	6%	-1%	-4%	1%	-6%	-25%	-11
CC(CN1CCCCC1)OC(=O)Cc1ccc(Cl)cc1 (stereo not drawn)	3%	11%	-4%	-4%	0%	-23%	3
Cc1csc(=NC(=O)c2ccccc2)n1CCO	-10%	0%	-15%	?	-14%	-11%	-20
COc1ccc(NS(=O)(=O)c2ccc3c(c2)N(C(C)=O)CCO3)c(OC)c1	2%	?	-2%	-7%	3%	7%	11
CCN(CC)S(=O)(=O)c1ccc2c(c1)c(=O)c(C(=O)N1CCN(c3cc(C)ccc3C)CC1)cn2C	.	.	.	5%	4%	.	12
CCc1nnc(NC(=O)c2cc(S(=O)(=O)N(C)c3ccc(OC)cc3)ccc2Cl)s1	-3%	18%	-13%	5%	2%	0%	14
CC1CCCC(NC(=O)COC(=O)CCSc2ccccc2)C1C (stereo not drawn)	8%	18%	39%	2%	-8%	4%	?
Cc1nn(C)c(Oc2ccc(Cl)cc2)c1C(=O)Nc1ccc(F)cc1F	3%	10µM*	-4%	0%	1%	-8%	-60*
CCOc1c2ccc(C(=O)N[C@H](C)C3CCCCC3)cc2nn1CCOC	2%	-9%	?	-5%	0%	0%	29
Cc1ccc(C(O)c2ncc(-c3cccc4ccccc34)[nH]2)c(C)c1 (stereo not drawn)	.	.	.	.	-5%	2%	10
CCCCN(CCCNC(=O)C1CCN(S(=O)(=O)N2CCOCC2)CC1)Cc1ccccc1	2%	15%	21%	5%	-10%	1%	-8
Cc1noc(C)c1C(=O)Nc1ccc(F)c(F)c1	-5%	-11%	-17%	-7%	0%	3%	-27
CC(C)n1ncc2c(C(=O)N3CCN(S(=O)(=O)c4cccc(F)c4)CC3)cc(C3CC3)nc21	.	.	.	.	9%	0%	-17
Further entries:
SMILES	LmPK inhibitor	HCV inhibitor	AmpC no deterg	AmpC inh detg	TbPYK inhibitor	AMA1 RON2 block	HCMV inh
CC(C)N1CCN(Cc2ccccc2C(F)(F)F)CC1CCO (stereo not drawn)	1%	-21%	-16%	2%	5%	-4%	-33
Cc1ccc(Cn2nnc3c(=O)[nH]c(C4CCCN(S(=O)(=O)c5ccccc5)C4)nc32)cc1 (stereo not drawn)	7%	18%	-16%	-15%	-3%	-12%	-17
CCOc1ccc(Sc2cc(C(=O)NC(C)CC)c3ccccc3n2)cc1 (stereo not drawn)	.	.	.	8%	-5%	.	9
CC(=O)N1C(=S)NC(=O)/C1=C1/C(=O)N(CC(=O)Nc2cccc(C)c2)c2ccccc21	-6%	9%	-29%	7%	-17%	2%	11
COC(=O)c1nc(N)sc1-c1ccc(Cl)c(Cl)c1	-2%	-6%	-21%	0%	0%	26%	71
CC(=O)Oc1ccc(C(=O)Nc2ccccc2C(=O)Nc2ccc(C(=O)O)cc2)cc1	0%	9%	-30%	-18%	-5%	-2%	-8
Cc1cccn2c(=O)c(C(=O)NCc3ccc(F)cc3)c(O)nc12	.	.	.	21%	-3%	.	-3
CCN(CCCNC(=O)CSc1cc(=O)n(C)c2ccccc12)c1ccccc1	.	.	.	2%	-5%	.	28
CC(C)(C)NC(=O)C[C@H]1C[C@H](C(=O)N2CCCCC2)[C@@]2(C)c3[nH]c4cc(-c5ccco5)ccc4c3CCN2C1=O	.	-26%	158%[activator]	.	-3%	?	-5
Cc1ccc(CN2CCN(/N=C/c3cc([N+](=O)[O-])ccc3Cl)CC2)cc1	2%	5%	-19%	-1%	-2%	?	-25
Cc1ccc(Cn2c(C)c(C(=O)NCC(C)C)sc2=O)cc1	.	.	.	.	-1%	2%	-25
CC(C)(C)N(Cc1ccccc1)C(=O)COC(=O)CCN1C(=O)C2CC=CCC2C1=O (stereo not drawn)	.	10%	129%[activator]	-17%	-1%	-11%	2
CC(C)NC(=S)N1CCn2c(nc3ccccc32)C1	0%	6%	-5%	-14%	1%	33%[activator]	11
CCSc1nnc(NC(=O)c2cc(-c3ccc(C)c(C)c3O)n[nH]2)s1	-2%	7%	-14%	-2%	8%	110%[activator]	-23
CC(C)C(=O)Nc1ccc(N2CCN(S(C)(=O)=O)CC2)cc1	2%	-4%	-10%	-13%	-3%	1%	-25
O=C(OCCCN=C1NS(=O)(=O)c2ccccc21)c1cccs1	7%	5%	-10%	1%	2%	-12%	-2

Screening data (PubChem BioAssay)
